TbPYK inhibitor – blocks Trypanosoma brucei pyruvate kinase | Potency, µM (series often up to 76.8 µM), without a hit: at the highest dose activity, negative = inhibition, usual class: inhibitors | TbPYK enzyme, Kinase-Glo Plus ATP luminescence, 45 min | AID 624173 | hit rate 0.12% among 410,000; also: potency is read from the fitted curve at half-maximal effect; nearly all actives have a fitted effect of over 50% in size
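Luminescence from Kinase-Glo Plus, added after a 45-minute room-temperature reaction, served as the end-point read-out. The enzyme and substrate were preincubated with compound before ADP (130 uM final) initiated turnover. Concentration-effect curves came from normalized qHTS data.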
Sm TGR inh – inhibitors of Schistosoma mansoni thioredoxin glutathione reductase | Q962Y6 | purified TGR, DTNB reduction, TNB absorbance 405 nm | Potency, µM (titrated, usually from 114 µM), for the others: top-dose activity change, negative = inhibition, most hits filed as inhibitors | hit rate 3% among 360,000 | AID 485364; also: potency is read from the fitted curve at half-maximal effect; nearly all actives have a fitted effect of over 60% in size
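First, TGR (20 nM dispensed) and NADPH were mixed with compound. Second, a 15 min room-temperature incubation followed. Third, further NADPH and then DTNB were added to start the reaction. Finally, TNB absorbance was monitored kinetically.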
HCMV inh – blocks human cytomegalovirus replication; hit rate 4.5% among 410,000; activity change, negative = inhibition, % at 57.5 µM; HFF cells, HCMV-luciferase reporter, 72 h; active compounds read low; AID 1259415; in the data active = activity change below about -60%; inconclusive = no clear call, values can overlap the other calls; inactive = above about -39%
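Compounds were evaluated in HFFs infected with an HCMV luciferase reporter virus (MOI 1 PFU/cell). Luciferase in lysates collected 72 h post infection served as the replication measure.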
AmpC detergent – AmpC beta-lactamase inhibition with detergent present; AmpC hydrolysis of nitrocefin, absorbance 480 nm, 0.01% Triton; Potency, µM (highest dose often 114 µM), for inactives: at the top dose activity change, negative = inhibition, usual class: inhibitors; hit rate 0.041% among 370,000; AID 485294;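 also: potency is read from the fitted curve at half-maximal effect; 0% = no-compound wells and -100% = no-enzyme wells; nearly all actives have a fitted effect of over 25% in size; some results filed as inactive show a strong effect at the top dose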
Target sequence (P00811 whole entry, looked up): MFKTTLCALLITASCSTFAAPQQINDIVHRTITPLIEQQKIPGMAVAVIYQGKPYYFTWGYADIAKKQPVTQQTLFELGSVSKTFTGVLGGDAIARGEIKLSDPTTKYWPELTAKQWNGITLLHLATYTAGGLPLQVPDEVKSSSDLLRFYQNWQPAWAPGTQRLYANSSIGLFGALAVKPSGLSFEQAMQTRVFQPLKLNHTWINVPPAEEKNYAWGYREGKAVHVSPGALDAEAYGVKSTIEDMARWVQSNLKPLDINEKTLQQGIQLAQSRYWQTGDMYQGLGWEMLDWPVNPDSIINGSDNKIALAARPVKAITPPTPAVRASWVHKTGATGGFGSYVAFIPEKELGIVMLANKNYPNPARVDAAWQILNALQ
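20 mM phosphate pH 7.0 + 0.01% (detergent screen) or 0.0001% Triton X-100; 5.3 nM AmpC reagent; cpd preinc 15 min RT; nitrocefin (800 uM stock) to start; A480 q20 s × 4 min; Activity was normalised to no-enzyme and no-compound control wells.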
LmPK inh – LmPK (Leishmania mexicana) enzyme inhibition. Q27686. purified LmPK, Kinase-Glo ATP luminescence, 1 h. Potency, µM (top dose mostly 57.5 µM), inactives show top-dose activity change, negative = inhibition, hits mostly inhibitors. hit rate 0.37% among 290,000. AID 1721; also: potency is read from the fitted curve at half-maximal effect
Target sequence (Q27686 whole entry, looked up): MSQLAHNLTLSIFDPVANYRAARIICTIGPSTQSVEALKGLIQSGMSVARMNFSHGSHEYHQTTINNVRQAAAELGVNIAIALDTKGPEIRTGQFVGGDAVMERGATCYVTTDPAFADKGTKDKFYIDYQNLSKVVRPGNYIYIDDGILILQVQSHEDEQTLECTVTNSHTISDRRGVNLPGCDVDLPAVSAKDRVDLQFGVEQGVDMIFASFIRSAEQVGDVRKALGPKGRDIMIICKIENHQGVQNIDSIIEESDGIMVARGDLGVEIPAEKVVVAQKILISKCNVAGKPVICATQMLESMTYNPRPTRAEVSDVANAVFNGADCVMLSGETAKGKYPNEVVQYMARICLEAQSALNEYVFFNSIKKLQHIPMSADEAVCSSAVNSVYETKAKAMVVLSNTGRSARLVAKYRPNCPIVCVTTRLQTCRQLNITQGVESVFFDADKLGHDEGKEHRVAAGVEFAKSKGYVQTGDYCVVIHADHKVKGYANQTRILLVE
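0.1 nM LmPK, 0.5 mM PEP, 0.1 mM ADP; 50 mM imidazole pH 7.2, 7 mM MgCl2, 50 mM KCl; 1 h RT. Kinase-Glo luminescence readout, normalized to no-enzyme (full inhibition) and uninhibited wells.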
AMA1 RON2 block – inhibitors of Plasmodium falciparum AMA1-RON2 interaction; Potency, µM (top dose mostly 58.2 µM), for inactives: at the highest dose activity change, negative = inhibition, usual class: inhibitors; AlphaScreen AMA1-biotinylated RON2 peptide binding; hit rate 0.2% among 360,000;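 also: potency is read from the fitted curve at half-maximal effect; 0% = vehicle wells and -100% = peptide control; nearly all actives have a fitted effect of over 45% in size; some results filed as inactive show a strong effect at the top dose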
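AMA1 (3D7) with his tag at 25 nM final met compounds first, then biotinylated RON2 peptide at 25 nM; detection used donor plus acceptor beads, 10 µg/mL apiece, read by AlphaScreen after 30 min at room temperature.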
AmpC inh no detg – inhibitors of E. coli AmpC beta-lactamase without detergent | P00811 | AmpC nitrocefin hydrolysis, absorbance 480 nm, 0.0001% Triton | Potency, µM (highest dose often 57.1 µM), inactives show at the highest dose activity change, negative = inhibition, usual class: inhibitors | hit rate 0.52% among 330,000 | AID 485341;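 also: potency is read from the fitted curve at half-maximal effect; plate controls were no compound for no effect and no enzyme for full effect; nearly all actives have a fitted effect of over 20% in size; some results filed as inactive show a strong effect at the top dose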
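AmpC (5.3 nM in the dispensed reagent) in 20 mM phosphate pH 7.0 with 0.01% (detergent screen) or 0.0001% Triton X-100 was preincubated with compounds for 15 min at room temperature. Nitrocefin was then added from an 800 uM solution, and hydrolysis was followed at 480 nm.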
The depositor's hits bear a star; ? = inconclusive; · = no result given; [ ] = dose if it differs, or a comment. Unless noted, calls follow the shape of the dose curve; as a rule, active = well fitted curve in the direction sought with a large enough effect; inconclusive = small, poorly fitted or top-dose-only effect, or another doubt; inactive = no such curve, though single readings can be large; an effect the other way counts as inactive or inconclusive. Unless noted, % is scaled to controls: 0 for no effect and ±100 for the full control effect.

no. | smiles | TbPYK inhibitor | Sm TGR inh | HCMV inh | AmpC detergent | LmPK inh | AMA1 RON2 block | AmpC inh no detg
1 | O=C(CC1C(=O)NCCN1Cc1ccc(-c2ccccc2)cc1)NCCCn1ccnc1 (stereo not drawn) | 6% | 3% | ? | 0% | 3% | 16% | 76%[activator]
2 | Cc1cccc(-c2noc(CCC(=O)NC3CCCC3)n2)c1 | 0% | -9% | 71 | -5% | -8% | 17% | 2%
3 | COc1ccccc1C/C(N)=N/OC(=O)c1ccc(C)c([N+](=O)[O-])c1 | -3% | 16% | 134 | 1% | -3% | -12% | -35%
4 | O=C(CSc1nnc(COc2ccccc2F)n1-c1ccccc1)NC1CCS(=O)(=O)C1 (stereo not drawn) | -2% | 5% | ? | 1% | 1% | -7% | 81%[activator]
5 | CCN(c1ccccc1)c1nc2ccsc2c(=O)s1 | -6% | 0% | -23 | ? | 2% | 67%[activator] | -39%
6 | COCCCN1CC(=O)N2C(c3cccc(C)c3)c3[nH]c4ccccc4c3C[C@H]2C1=O (stereo partly drawn) | -1% | 4% | 92 | -1% | 7% | 0% | 117%[activator]
7 | O=C(c1cc(S(=O)(=O)N2CCOCC2)ccc1Cl)N1CCCCC1CO (stereo not drawn) | 4% | · | -20 | · | · | 4% | -12%
8 | O=C(CSc1nc2ccsc2c(=O)n1-c1ccccc1)N1CCCC1 | -3% | 4% | 3 | -5% | 2% | 2% | -13%
9 | COc1ccc(-c2cccc(N3CCN(c4ccccn4)CC3)n2)cc1OC | 0% | · | 1 | · | · | ? | ·
10 | CC(C)(Oc1ccc(Cl)cc1)C(=O)Nc1cccc(-c2cn3cccnc3n2)c1 | -8% | 1% | -3 | 2% | · | · | ·
11 | Cc1cc(NC(=O)c2cc(-c3ccncc3)nc3ccccc23)ccc1Br | 0% | · | -14 | · | · | -15% | 94%[activator]
12 | CCc1cccc(CC)c1NC(=O)C1CN(S(=O)(=O)c2ccccc2)CCN1S(=O)(=O)c1ccccc1 (stereo not drawn) | -3% | -16% | -35 | -13% | 3% | 0%[11.6 µM] | -46%
13 | CCOC(=O)c1c(C)nn(Cc2cccc(Cl)c2)c1N | 0% | 3% | ? | -8% | -3% | -2% | -22%
14 | C#CCC(NC(=O)c1ccc(C#N)cc1)C(=O)NCCC (stereo not drawn) | -10% | -4% | 20 | 1% | · | 8% | -2%
15 | O=C(Cn1c(=O)oc2cc(S(=O)(=O)N3CCCCC3)ccc21)N1CCc2ccccc2C1 | -3% | 2% | -2 | -13% | 0% | -6% | -34%
16 | Cc1cccc(OCCNC(=O)c2cncc(Br)c2)c1 | 0% | 4% | -31 | 2% | 3% | 0% | -5%
17 | CN(C(=O)c1cc(-c2ccc3c(c2)OCO3)on1)c1ccccc1 | 7% | -2% | 15 | -10% | -9% | 1% | -47%
18 | Cc1ccc(CN2C(=O)c3ccccc3C2c2nnnn2C(C)C)cc1 (stereo not drawn) | 2% | · | -21 | · | · | -1% | ·
19 | Cc1nn(Cc2ccc(Cl)cc2)c(C)c1N | 3% | 6% | 52 | -11% | -3% | -9% | -13%
20 | COc1ccc(C(=O)NC2CC(C)(C)Cc3c2cnn3-c2ccccc2)c(OC)c1 (stereo not drawn) | 1% | -6% | -62* | 3% | -5% | -14% | 59%
21 | CCc1ccc(NC(=O)CSc2nc3ccccc3c(=O)n2CCNC(C)=O)cc1 | -5% | 7% | -15 | 9% | · | · | ·
22 | Cc1ccc(C(=O)NCc2ccccn2)cc1S(=O)(=O)N1CCCCC1 | 3% | 4% | · | 10% | -5% | 51%[activator] | 71%[activator]
23 | COC(=O)CC1Oc2ccc(C)cc2-n2cc(-c3ccc(C)cc3)nc21 (stereo not drawn) | 3% | 9% | -11 | 0% | · | · | ·
24 | Cc1csc2ncc(C(=O)NCCC(c3ccccc3)c3ccccc3)c(=O)n12 | -8% | 2% | -12 | 8% | 4% | 27% | 62%[activator]
25 | [O-]c1ccccc1-[n+]1c(-c2ccccc2)cc(-c2ccccc2)cc1-c1ccccc1 | -9% | 5% | -97* | 3% | · | -2% | 53%
26 | CCCn1c(N)c(C(=O)CN(C)CC(=O)Nc2cccc(F)c2)c(=O)[nH]c1=O | 2% | -4% | -2 | -15% | · | 30%[activator] | -18%
27 | O=C1CC(c2ccccc2)CC(O)=C1C=NC1CCCC1 (stereo not drawn) | 1% | 6% | -9 | -1% | -8% | -1% | -6%
28 | COc1ccc(-c2cccc([C@H]3[C@@H]4C=CCC[C@@]4(C)C(=O)N3Cc3ccccc3)c2)cc1 | -16% | 0% | 15 | -5% | 5% | -21% | 30%
29 | CC(C)NC(=O)c1onc(CSc2ccccn2)c1C(=O)NC(C)C | -2% | 6% | 19 | -1% | -4% | 2% | -2%
30 | Cc1c(-c2ccccc2)nc(N)c(C#N)c1-c1cccnc1 | 2% | 0% | 4 | 2% | 3% | 2% | -7%
31 | Cc1nc(C)c(N)c(=O)[nH]1 | -3% | -5% | -11 | -11% | -1% | 7% | -4%
32 | O=C(O)c1cccc2c1Cc1cc(Cl)ccc1-2 | 0% | · | 27 | · | · | -14% | ·
33 | Cc1ccc(-c2nsc3c(N4CCC(C(N)=O)CC4)ncnc23)cc1 | -5% | 3% | 9 | ? | 5% | -8% | -11%
34 | CCOc1ccc(S(=O)(=O)N2CCN(C(=S)NC3CC3)CC2)cc1 | -1% | -10% | ? | -15% | 3% | -5% | -10%
35 | COC(=O)c1ccc(Cl)cc1NC(=O)N1CC(C)Oc2ccccc21 (stereo not drawn) | 1% | 1% | -13 | 26% | · | · | ·
36 | CCOc1[nH]n(-c2ccc(Cl)cc2)c(=O)c1C=NCc1cccnc1 | 0% | -3% | -28 | ? | 11% | 18% | 85%[activator]
37 | CCCN(C(=O)CSc1nnc(-c2ccncc2)n1CCC)c1c(N)n(Cc2ccccc2)c(=O)[nH]c1=O | 4% | · | 32 | · | · | -1% | ·
38 | COCCNC(=S)N/N=C(\C)c1ccc(O)cc1 | -3% | -25% | -31 | -11% | -4% | 23% | -21%
39 | CSc1ccc(CCNC(=O)Cn2ncc3c(=O)oc4ccc(C)cc4c32)cc1 | -3% | 2% | 0 | 8% | · | · | ·
40 | COc1ccc(N(CC(=O)NCc2ccncc2)S(=O)(=O)c2ccc(C)c([N+](=O)[O-])c2)cc1 | 6% | -6% | 9 | -1% | -2% | -9% | 35%
41 | CCCOC(=O)c1ccc(NC(=O)c2cnccn2)cc1 | -4% | 5% | -7 | ? | -10% | -22% | -12%
42 | O=C(NCc1ccc(Cl)cc1)c1cc(=O)[nH]c2ccc(S(=O)(=O)N3CCOCC3)cc12 | 4% | 7% | 0 | -7% | 6% | 10% | -7%
43 | COCOCCn1cc(CN2CCS(=O)(=O)N(Cc3ccc(-c4ccc(Cl)nc4)cc3)C(C(C)C)C2=O)nn1 (stereo not drawn) | 6% | · | -5 | · | · | 6% | ·
44 | CCN1CCN(c2nc3ccccc3nc2C(C#N)S(=O)(=O)c2ccc(C)c(C)c2)CC1 (stereo not drawn) | -3% | -8% | -18 | -5% | 1% | 8% | 4%
45 | NC(=O)c1nn(-c2ccccc2)nc1NC(=O)CN1CCOCC1 | 4% | 11% | 14 | 9% | 0% | 83%[activator] | -7%
46 | CCCCn1c(N)c(N(CC(C)C)C(=O)C2CCN(S(=O)(=O)c3ccc(F)cc3)CC2)c(=O)[nH]c1=O | 1% | -8% | -4 | -12% | -9% | 12% | 8%
47 | CN(Cc1ccc(Cl)c(Cl)c1)C(=O)C1=CC=CN2CCS(=O)(=O)N=C12 | 5% | 5% | -8 | -10% | · | -9% | -9%
48 | CCn1cc(/C=C(\NC(=O)c2ccccc2Cl)C(=O)NCCN2CCOCC2)c2ccccc21 | 2% | 2% | -31 | ? | 1% | 1% | 124%[activator]
49 | CC(C)Cc1nn2c(=O)cc(COC(=O)c3ccccc3NC(=O)C3CCCCC3)nc2s1 | -2% | -8% | 36 | 3% | · | · | ·
50 | N#Cc1ccc(OCC(=O)NCCCn2ccnc2)cc1 | -3% | · | ? | · | · | ? | -19%

(further entries)
no. | smiles | TbPYK inhibitor | Sm TGR inh | HCMV inh | AmpC detergent | LmPK inh | AMA1 RON2 block | AmpC inh no detg
51 | COc1ccc(NC(=O)CN(Cc2ccccc2)S(C)(=O)=O)c(OC)c1 | 0% | 3% | 18 | 1% | -8% | 0% | -6%
52 | CCOc1cc(C(=S)N2CCC(O)CC2)ccc1OS(=O)(=O)c1ccc(Br)cc1 | -9% | -4% | ? | 0% | 3% | -12% | 110%[activator]
53 | COc1ccc(-c2ccc3[nH]c4c(c3c2)CCN2C[C@@H]([C@H](C)O)[C@@H](N(C)C(=O)Nc3cc(Cl)cc(Cl)c3)C[C@@H]42)cc1 | -3% | · | -25 | · | · | -21% | ·
54 | CCOC(=O)c1cccc(NC(=O)CSc2nc(N)cc(N)n2)c1 | -5% | 10%[11.4 µM] | 63 | -1% | 1% | 22% | -12%
55 | Cc1ccc(S(=O)(=O)N(C)c2ccc(OCC(=O)NC3=NCCS3)cc2)cc1 | 3% | 1% | 0 | -12% | -2% | 23% | -25%
56 | Cc1ccc(NC(=O)COc2ccc(N(C)C(=O)C(C)(C)C)cc2)cc1S(=O)(=O)N1CCCCC1 | -1% | · | ? | · | · | -7% | 57%
57 | CC1CCCN(C2=C(Cl)C(=O)N(c3cccc(Cl)c3)C2=O)C1 (stereo not drawn) | -21% | 1% | -8 | -5% | 2% | 31%[activator] | -31%
58 | COc1ccc(C(=O)C(=O)c2ccc(OCCO)cc2)cc1 | 1% | -4% | -35 | -11% | · | 1% | -14%
59 | COc1ccc(OC)c(CN2CCC(CNC(=O)Nc3cccc(Cl)c3)CC2)c1 | -7% | -1% | -14 | -9% | 2% | -14% | 65%[activator]
60 | Cc1ccccc1NC(=S)/C(=C(\[O-])c1cc(C)n(Cc2ccccc2Cl)c1C)[n+]1ccccc1 | -2% | -16% | -21 | 6% | 5% | -10% | 27%

Part of the list above in a different format:
(59) COc1ccc(OC)c(CN2CCC(CNC(=O)Nc3cccc(Cl)c3)CC2)c1
  TbPYK inhibitor = -7%
  Sm TGR inh = -1%
  HCMV inh = -14
  AmpC detergent = -9%
  LmPK inh = 2%
  AMA1 RON2 block = -14%
  AmpC inh no detg = 65%[activator]

(58) COc1ccc(C(=O)C(=O)c2ccc(OCCO)cc2)cc1
  TbPYK inhibitor = 1%
  Sm TGR inh = -4%
  HCMV inh = -35
  AmpC detergent = -11%
  LmPK inh = ·
  AMA1 RON2 block = 1%
  AmpC inh no detg = -14%
